# MBNL1 CUG block – blocks human MBNL1 binding to CUG repeat RNA; TR-FRET MBNL1-His/biotin-(CUG)12 binding, 665/545 ratio; actives 0.036% (n = 280,000); Potency, µM (titrated, usually from 57.5 µM), for the others: top-dose activity change, negative = inhibition, actives largely listed as inhibitors; Q9NR56; AID 2675; active means well fitted inhibition curve with a large enough effect in the signal ratio, with a control signal flat, not every such curve was filed as active; inconclusive means small, poorly fitted or top-dose-only effect, or effect the other way, or a change in a side signal; inactive means no such curve, though single readings can be large or run the other way; the % refers to the signal ratio; further: potency means the concentration at half of the fitted maximal effect; on the % scale 0 is the no-effect control and ±100 the full control effect
#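 His-tagged MBNL1 binding to biotinylated (CUG)12 RNA was measured by TR-FRET using terbium anti-His antibody (0.055 ng/ul final) and streptavidin-XL665 (5 nM final). Compounds were titrated 92 nM to 58 uM; 60 min at room temperature.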
# KCNH2 3.1 inh – inhibitors of human KCNH2 3.1 potassium channel isoform; U2OS KCNH2 3.1, thallium flux FluxOr; active compounds read low; activity change, % (tested at about 1.8 µM); actives 0.95% (n = 340,000); AID 720553;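 active means maximum activity change below -70%; inconclusive means maximum activity change from -70% to -50%; inactive means maximum activity change above -50%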;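 further: thallium influx rate constant from kinetic fluorescence after stimulation buffer; on the % scale 0 is the no-effect control and ±100 the full control effect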
#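 Kinetic fluorescence (2 min after stimulation buffer) measures Tl+ influx through KCNH2 3.1 expressed by viral transduction in U2OS cells; the rate constant is normalized against DMSO controls serving as positive and negative references.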
# Rab9 promoter act – activates the Rab9 promoter | Huh7 Rab9 promoter-luciferase reporter, luminescence, 24 h | actives 2.8% (n = 320,000) | AID 485297 | Potency, µM (doses to about 9.22 µM), without a hit: at the top dose activation, negative = inhibition, actives largely listed as activators; further: potency means the concentration at half of the fitted maximal effect; % of control where 0% means no effect; nearly all actives have a fitted effect of over 60% in size
#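 Measured in stably transfected Huh7 cells bearing a Rab9 promoter–luciferase construct: 24 h compound treatment at 37 °C, followed by luminescence detection.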
# NPC1 prom act – NPC1 promoter activation. actives 2.4% (n = 320,000). Potency, µM (series often up to 9.22 µM), for inactives: at the highest dose activation, usual class: activators. Huh7 NPC1 promoter luciferase reporter, 24 h;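 further: potency means the concentration at half of the fitted maximal effect; % of control where 0% means no effect; nearly all actives have a fitted effect of over 60% in size; reporter is driven by a mutant NPC1 promoter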
#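 Cells: Huh7 expressing luciferase under the NPC1 promoter, 1500/well. Seeded 2 h, compound added, incubated 24 h at 37 °C. Luciferase reagent, 10 min ambient, then luminescence.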
# Menin-MLL TR inh – displaces Texas Red mutant MLL peptide from human menin; Potency, µM (doses to about 61.6 µM), inactives show at the top dose FP activity change, negative = inhibition, usual class: inhibitors; Menin + Texas Red MLL mutant peptide, fluorescence polarization; AID 1768; O00255; actives 0.23% (n = 270,000); active means well fitted inhibition curve with a large enough effect in the polarisation, with a control signal flat, not every such curve was filed as active; inconclusive means small, poorly fitted or top-dose-only effect, or effect the other way, or a change in a side signal; inactive means no such curve, though single readings can be large or run the other way; the % refers to the polarisation; further: potency means the concentration at half of the fitted maximal effect; % of control where 0% means no effect; many of its hits are not listed in these tables
# ELG1 DNA repair – inhibitors of ELG1-dependent DNA repair in HEK293T cells | Potency, µM (titrated, usually from 46.1 µM), for inactives: at the top dose activity change, negative = inhibition, most hits filed as inhibitors | HEK293T ELG1-luciferase reporter, luminescence, 16 h; DNA damage induced by 5-fluorouridine | actives 2.3% (n = 330,000) | AID 504467; further: potency means the concentration at half of the fitted maximal effect; on the % scale 0 is the no-effect control and ±100 the full control effect; nearly all actives have a fitted effect of over 55% in size
#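 Cells (2,000 per well) received 5-fluorouridine plus test compound or DMSO and were incubated 16 hr at 37 °C, 5% CO2. Luciferase activity was read by luminescence 30 min after ONE-Glo addition; signal suppression marked inhibition of damage-induced ELG1 function.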
# FLuc counter – firefly luciferase modulation, counter-screen for miR-21 project; P08659; actives 6.9% (n = 360,000); AID 588342; Potency, µM (doses to about 57.5 µM), without a hit: top-dose activity change, negative = inhibition, most hits filed as inhibitors; purified FLuc, Km substrates, luminescence inhibition;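 further: potency means the concentration at half of the fitted maximal effect; plate controls were vehicle for no effect and reference inhibitor for full effect; nearly all actives have a fitted effect of over 55% in size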
# Target sequence (P08659 whole entry, looked up): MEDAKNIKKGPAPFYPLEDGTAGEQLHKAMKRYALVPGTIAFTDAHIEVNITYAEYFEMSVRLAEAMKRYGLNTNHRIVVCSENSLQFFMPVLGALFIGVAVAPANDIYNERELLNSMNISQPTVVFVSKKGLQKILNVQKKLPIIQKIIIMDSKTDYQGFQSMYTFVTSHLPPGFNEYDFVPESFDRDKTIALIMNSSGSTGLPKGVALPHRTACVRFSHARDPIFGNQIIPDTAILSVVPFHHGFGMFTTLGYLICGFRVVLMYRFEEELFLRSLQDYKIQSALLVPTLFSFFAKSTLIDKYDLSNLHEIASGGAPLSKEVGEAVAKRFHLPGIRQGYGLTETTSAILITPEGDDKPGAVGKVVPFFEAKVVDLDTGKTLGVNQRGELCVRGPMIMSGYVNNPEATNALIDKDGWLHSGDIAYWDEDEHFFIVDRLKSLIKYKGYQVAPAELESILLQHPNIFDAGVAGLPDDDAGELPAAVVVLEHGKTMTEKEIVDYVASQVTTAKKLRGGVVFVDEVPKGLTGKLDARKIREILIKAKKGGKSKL
#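 Biochemical qHTS of compounds, final roughly 60 µM downward over six points, against 10 nM purified firefly luciferase using Km concentrations of substrates (10 uM D-luciferin, 10 uM ATP) in Tris acetate pH 7.5 buffer; luminescence output.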
# Mito fusion act – blocks mitochondrial division or promotes mitochondrial fusion. S. cerevisiae fusion-defective mutant growth rescue, CellTiterGlo 48 h. Potency, µM (doses to about 46.1 µM), inactives show at the top dose growth rescue (activation), actives largely listed as activators. actives 0.23% (n = 320,000). AID 485298;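 further: potency means the concentration at half of the fitted maximal effect; % of control where 0% means no effect; nearly all actives have a fitted effect of over 45% in size; temperature-sensitive fusion mutants such as fzo1-1 at 37 °C on non-fermentable ethanol glycerol medium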
#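 Luminescent cell viability in 1536-well qHTS format served as the measure of rescued growth in ts fusion-mutant S. cerevisiae cultured on non-fermentable YPEG for 48 hours at 37C.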
# RORgamma inh – ROR gamma (mouse) transcription inhibition | P51450 | Drosophila S2 Gal4-RORgamma UAS-luciferase reporter, 20 h | Potency, µM (highest dose often 53.6 µM), without a hit: top-dose activity change, negative = inhibition, actives largely listed as inhibitors | actives 5.4% (n = 310,000) | AID 2551; further: potency means the concentration at half of the fitted maximal effect; on the % scale 0 is the no-effect control and ±100 the full control effect; nearly all actives have a fitted effect of over 60% in size
# Target sequence (P51450 whole entry, looked up, the tested form may be a part): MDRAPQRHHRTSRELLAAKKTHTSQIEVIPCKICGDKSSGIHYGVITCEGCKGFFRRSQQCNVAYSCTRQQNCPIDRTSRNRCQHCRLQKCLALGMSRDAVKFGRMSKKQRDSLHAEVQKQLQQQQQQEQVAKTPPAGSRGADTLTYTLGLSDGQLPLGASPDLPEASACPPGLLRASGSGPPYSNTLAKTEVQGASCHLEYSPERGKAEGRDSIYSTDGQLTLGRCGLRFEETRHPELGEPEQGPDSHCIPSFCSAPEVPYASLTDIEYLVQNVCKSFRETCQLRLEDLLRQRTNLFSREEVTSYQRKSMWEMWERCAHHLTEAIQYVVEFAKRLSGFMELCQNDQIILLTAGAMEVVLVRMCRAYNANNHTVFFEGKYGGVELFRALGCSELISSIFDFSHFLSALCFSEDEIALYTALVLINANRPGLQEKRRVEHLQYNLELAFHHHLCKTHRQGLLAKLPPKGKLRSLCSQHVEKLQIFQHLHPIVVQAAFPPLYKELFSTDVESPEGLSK
#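 In this cell-based reporter format, copper sulfate (700 uM final) drives Gal4–ROR gamma fusion expression from a metallothionein promoter in Drosophila Schneider cells; compounds preincubated 1 hr, reporter read after 20 hr at ambient temperature.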
# PKM2 activator – increases activity of human pyruvate kinase M2. P14618. purified PKM2, Kinase-Glo ATP luminescence, activation; response scale: 0% is enzyme alone, no compound. Potency, µM (titrated, usually from 57.5 µM), for inactives: at the top dose activation, hits mostly activators. actives 0.34% (n = 260,000); further: potency means the concentration at half of the fitted maximal effect; on the % scale 0 is the no-effect control and ±100 the full control effect; nearly all actives have a fitted effect of over 55% in size
#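 hPK-M2, >95% pure; 0.1 mM ADP / 0.5 mM PEP final; imidazole pH7.2 buffer w/ 7 mM MgCl2, 50 mM KCl; 1 h RT; Kinase-Glo lum. Intermediate enzyme activity for dual inhibitor/activator qHTS.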
# VP16 counter – counter-screen for ROR gamma inhibitors: Gal4-VP16 reporter; Drosophila S2 Gal4-VP16 UAS-luciferase, luminescence, 20 h; Potency, µM (highest dose often 53.6 µM), inactives show at the highest dose activity, negative = inhibition, usual class: inhibitors; actives 3.5% (n = 310,000); AID 2546;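 further: Gal4-VP16 expression switched on by copper sulfate through the metallothionein promoter; potency means the concentration at half of the fitted maximal effect; on the % scale 0 is the no-effect control and ±100 the full control effect; nearly all actives have a fitted effect of over 50% in size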
# * marks the source's active call; other numbers are inactive results; ? = inconclusive; nt = not tested or not shown; [ ] = remark or other dose. Unless noted, the call rests on the fitted dose curve; in most records, active means well fitted curve in the direction sought with a large enough effect; inconclusive means small, poorly fitted or top-dose-only effect, or another doubt; inactive means no such curve, though single readings can be large; an effect the other way counts as inactive or inconclusive. An excerpt. The share of hits here may be higher or lower than overall.
SMILES,MBNL1 CUG block,KCNH2 3.1 inh,Rab9 promoter act,NPC1 prom act,Menin-MLL TR inh,ELG1 DNA repair,FLuc counter,Mito fusion act,RORgamma inh,PKM2 activator,VP16 counter
O=C(COC(=O)c1ccc(F)cc1F)Nc1cccnc1Cl,nt,4,-7%,2%,nt,9%,4%,0%,nt,nt,nt
CCCOc1ccc(Cc2c(O)nc(SC)[nH]c2=O)cc1C,-22%,1,8%,1%,-8%,-3%,-14%,8%,31%,0%,-8%
O=[N+]([O-])c1cccc(-c2csc(CS(=O)(=O)Cc3ccco3)n2)c1,?,-14,0%,-2%,nt,-3%,1%,-4%,28%,-21%,?
O=P(COCCCCCOCP(=O)(c1ccccc1)c1ccccc1)(c1ccccc1)c1ccccc1,-11%,-7,-1%,2%,?,?,5%,-10%,32%,2%,-3%
CC(C)(C)c1ccc(-c2nc(C#N)c(NCc3ccncc3)o2)cc1,16%,23,?,16%,24%,?,6µM*,13%,?,14%,?
Cc1ccccc1NC(=O)c1ccccc1O,-2%,0,16%,3%,12%,-10%,?,-1%,?,2%,?
CCCCc1ccc(NC(=O)N[C@H](C(=O)O)C(C)C)cc1,-5%,41,-7%,1%,0%,?,?,-1%,-14%,-4%,-7%
CC(C)(C)NC(=O)CSc1ncccc1-c1nc2ccccc2[nH]1,13%,6,-1%,3%,13%,?,24µM*,-1%,17%,0%,9%
Cc1ccc(C(=O)N/C(=C\c2ccc(F)cc2)C(=O)NCCN2CCOCC2)cc1,3%,-90*,0%,-3%,nt,3%,0%,1%,-2%,nt,0%
Cc1cc(C)c2cc(CN(CCO)Cc3nnnn3Cc3ccc(F)cc3)c(=O)[nH]c2c1,9%,6,0%,-3%,-3%,-14%,5%[2.3 µM],-2%,-10%,-2%,0%
CCOc1ccc(CN(C)C(=O)CCc2ccc(S(=O)(=O)N3CCCCCC3)cc2)cc1,nt,-18,-20%,-7%,nt,7.9µM*,3%,5%,nt,nt,nt
O=C(c1ccc(S(=O)(=O)NCc2ccco2)cc1)N1CCCC1,-1%,15,-1%,-4%,3%,13%,-2%,-4%,4%,-5%,-4%
Cn1c(=O)c2c(nc(SCC(=O)NCc3ccco3)n2C)n(C)c1=O,-7%,1,8%,-1%,-20%,9%,0%,1%,-3%,-1%,5%
COc1ccc(N(CC(=O)Nc2ccc3c(c2)OCO3)S(=O)(=O)c2ccc(C)cc2)cc1OC,1%,-5,-13%,1%,11%,26µM*,1%,2%,5%,-2%,-6%
O=C(O)c1cccc(NS(=O)(=O)c2ccc3nnn(O)c3c2)c1,-4%,0,-2%[1.84 µM],-4%,12%,6%,0%,0%,-3%,-7%,-10%
O=C(COC(=O)c1ccc2ncsc2c1)NCc1cccc(Cl)c1,nt,-8,11%,13%,nt,?,3%,16%,nt,nt,nt
O=C(CSc1nc2cc(S(=O)(=O)N3CCOCC3)ccc2o1)Nc1c(F)cccc1F,-8%,-5,-3%,-6%,6%,8%,?,3%,12%,2%,9%
O=C(O)[C@@H]1CCCN(S(=O)(=O)c2cccc3cccnc23)C1,nt,-1,0%,2%,nt,21%,-3%,-15%,nt,nt,nt
Cc1ccc(C)c(SCC(=O)OCC(=O)N2CC(C)OC(C)C2)c1 (stereo not given),-7%,-4,0%,-5%,-12%,13%,0%,-6%,4%,3%,-24%
COc1ccc(C(=O)NC(=O)N2CCCCC2)cc1,-2%,0,0%,2%,1%,?,-2%,1%,-1%,-8%,1%
CC(C)C(=O)N1CCN(c2nc(-c3ccc(Cl)cc3)cs2)CC1,0%,6,-6%,-6%,-14%,5%,-1%,-4%,-2%,9%,0%
COC(=O)c1sccc1NC(=O)Nc1cccc(C)c1C,0%,?,3%,1%,nt,13%,-18%,-2%,10%,-2%,?
O=C1CC(SC(=NCc2ccc3c(c2)OCO3)Nc2ccccc2)C(=O)N1c1ccccc1 (stereo not given),-6%,-10,0%,-1%,?,0%,-17%,7%,13%,-6%,-6%
O=c1cc[nH]c2c1ccc1cccnc12,nt,20,2%,-6%,nt,?,2%,0%,nt,nt,nt
CC(=O)c1c(O)cc(O)cc1CC(=O)O,7%,9,-2%,0%,nt,2%,-1%,0%,-9%,-1%,-2%

# Carrying on.
SMILES,MBNL1 CUG block,KCNH2 3.1 inh,Rab9 promoter act,NPC1 prom act,Menin-MLL TR inh,ELG1 DNA repair,FLuc counter,Mito fusion act,RORgamma inh,PKM2 activator,VP16 counter
C#CCn1c(-c2ccccc2)ccc(C#N)c1=O,-4%,-1,2%,-12%,-13%,-3%,-4%,-7%,15%,-12%,-5%
Cn1c(=O)n(CC(=O)NCc2cccnc2)c2ccccc21,-1%,15,0%,1%,6%,11%,1%,-1%,-21%,1%,2%
Cc1ccc(S(=O)(=O)NCCC(=O)OCC(=O)N(C)c2ccccc2)cc1,nt,10,-6%,-2%,nt,-15%,3%,-8%,nt,nt,nt
COc1ccc(S(=O)(=O)N(Cc2ccccc2)c2ccccc2C(=O)O)cc1,1%,4,6%,1%,8%,-10%,1%,3%,21%[1.91 µM],1%,9%
COc1ccc(C(=O)N2CCCC(C(=O)N3CCCCCC3)C2)cc1 (stereo not given),7%,-1,1%,-3%,-1%,-8%,9%,0%,15%,7%,1%
CN(C)C(=O)COc1ccc(Oc2ccccc2)cc1,-5%,-1,23%,12%,-19%,0%,-27%,-1%,37%,-4%,11%
CCOc1ccccc1CN1CCNC(=O)C1CC(=O)N(C)CCC1CCOCC1 (stereo not given),-3%,-4,1%,1%,-23%,?,-2%,-8%,-5%,12%[0.46 µM],-3%
O=CN(c1ccccc1)c1ccc2ccccc2c1,5%,2,0%,2%,-12%,3%,-3%,6%,-11%,-21%,1%
O=C1C=C(c2ccc(F)cc2OCc2ccccc2)C[C@@H](c2ccc3c(c2)OCO3)C1,nt,-10,-15%,-4%,nt,?,1%,12%,nt,nt,nt
CCN1CCN(C(=O)C2CCN(S(=O)(=O)N3CCC4(CC3)OCCO4)CC2)CC1,3%,8,0%,1%,8%,9%,1%,-9%,-19%,-2%,-3%
CCCNC(=S)Nc1c(C)n(C)n(-c2ccccc2)c1=O,0%,-3,-2%,0%,15%,12%,0%,-2%,-1%,-2%,-7%
CCOc1ccc(NC(=O)CN(C)C(=O)c2ccc(C)c(S(=O)(=O)N3CCCCC3)c2)cc1OCC,-3%,10,-3%,-2%,nt,0%,0%,1%,12%,nt,3%
Cc1cc(NC(=O)COC(=O)c2cccc(S(=O)(=O)N3CCOCC3)c2)no1,-10%,21,-8%,-2%,1%,-2%,3%,1%,9%,-20%,-1%
CCc1ccccc1NC(=O)c1nnn(CC(=O)Nc2cccc(C)c2C)c1N,0%,-10,3%,-1%,nt,-6%,8%,6%,-24%,3%,-3%
COc1ccc(-c2cc(C(=O)N3CCCC(C(F)(F)F)C3)c3ccccc3n2)cc1OC (stereo not given),nt,18,1%,-1%,nt,?,?,?,nt,nt,nt
CC(=O)Nc1ccc(/C(C)=N/NC(=O)c2ccncc2)cc1,2%,0,12%,-3%,-1%,7%,-2%,-4%,?,1%,-1%
Cc1ccc2cccc(S(=O)(=O)Nc3ccc4c(c3)OCO4)c2n1,1%,11,-3%,-2%,13%,1%,2%,12%,20%,1%,8%
CC1(C)CC(=O)C2=C(C1)OC(=O)C2(NC(=O)c1cccs1)C(F)(F)F (stereo not given),9%,21,1%,0%,17%,5%,1%,0%,2%,6%,-2%
CN(CC(=O)Nc1ccc(C#N)cc1)Cc1ccc(Cl)cc1,5%,?,-4%,7%,1%,-11%,1%,5%,0%[10 µM],1%,-22%
CCCC(=O)c1c[nH]c(C(=O)NCCCN2CCOCC2)c1,-8%,-1,-3%,9%,2%,-2%,-1%,-1%,-31%,0%,-10%
C=CCNC(=O)c1ccccc1CCc1ccccc1,-1%,-6,-9%,-8%,-23%,-7%,1%,-6%,-26%,-5%,25%
COc1ccc2nc(N3C(=O)/C(=C/c4ccccc4)NC3=S)sc2c1,nt,4,-2%,1%,?,3%,11µM*,-2%,1.4µM*,-6%,1.4µM*
COc1ccc2nc(C)cc(SCC(=O)N/N=C/c3ccco3)c2c1,17%,3,-1%,-2%,2%,-14%,-2%,3%,17%,nt,-8%
